Screening results deposited in PubChem by Sanford-Burnham Center for Chemical Genomics.
SENP7 inh – SENP7 protease inhibition; 1.5% of 330,000 active; Q9BQF6; inhibition, % at 5 µM; recombinant SENP7, Z-RLRGG-aminoluciferin luminescence, 40 min;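 active = inhibition above about 50% at the single test dose, limit read from the data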;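 also: plate controls were DMSO with enzyme for no effect and no enzyme buffer wells for full effect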
HKDC1 inh – HKDC1 (human) hexokinase inhibition; Q2TB90; recombinant HKDC1, G6PDH/diaphorase resazurin coupled fluorescence; inhibition, % at 20 µM; 0.16% of 340,000 active;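 active = inhibition above about 35% when tested at 20 µM, limit read from the data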;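 also: plate controls were DMSO wells with enzyme for no effect and DMSO wells lacking enzyme for full effect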
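Assay system: recombinant HKDC1 hexokinase; detection: coupled resazurin fluorescence, excitation 525 nm, emission 613 nm; benchmarks: DMSO-plus-enzyme-mix negative control, buffer-substituted positive control; compound dosing: single 20 µM dose; schedule: 90 min at room temperature in dark; also added: glucose plus 1 mM ATP as hexokinase substrates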
UBC13 polyUb – blocks human UBC13 polyubiquitin chain formation. P61088. TR-FRET. inhibition, % at 20 µM. 0.47% of 330,000 active; in the data active = inhibition above about 45%, passing the limit was not always enough; inconclusive = no clear call, values can overlap the other calls
Target sequence (P61088 whole entry, looked up): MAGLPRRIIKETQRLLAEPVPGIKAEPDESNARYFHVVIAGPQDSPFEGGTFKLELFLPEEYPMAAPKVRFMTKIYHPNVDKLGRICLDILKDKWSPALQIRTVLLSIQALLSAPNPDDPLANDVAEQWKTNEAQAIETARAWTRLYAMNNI
SENP1 FRET inh – blocks the human SENP1 SUMO protease catalytic domain. Q9P0U3. recombinant SENP1 catalytic domain, CyPet-SUMO1-YPet FRET cleavage. inhibition, % at 10 µM. 0.21% of 360,000 active;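 active = inhibition at least 30% at 10 µM, raw YFP signal under a set limit, fluorescence ratio 0.5 to 1.5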;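 also: 0% = enzyme with DMSO and 100% = no enzyme wells; some results filed as inactive read as strong as hits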
Target sequence (Q9P0U3 419-644 limits assumed): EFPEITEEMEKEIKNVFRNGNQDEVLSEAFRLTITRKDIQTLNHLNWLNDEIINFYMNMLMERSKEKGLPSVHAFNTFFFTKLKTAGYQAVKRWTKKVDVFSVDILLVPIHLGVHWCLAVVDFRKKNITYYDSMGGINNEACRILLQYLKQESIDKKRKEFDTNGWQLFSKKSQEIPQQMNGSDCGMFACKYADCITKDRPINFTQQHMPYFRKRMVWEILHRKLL
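material = recombinant human SENP1 catalytic domain, His6-tagged | quantity = 20 pM enzyme | reagent = 25 nM SUMO1 FRET substrate | compound dosing = 10 µM single point, 0.5% DMSO | timing = 50 min enzyme reaction, room temperature, light-protected | detection = FRET, CFP and YFP emission | control set = no-enzyme low, enzyme-DMSO high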
SENP8 block-1 – blocks the human protease SENP8 | purified SENP8, Z-RLRGG-aminoluciferin cleavage, luminescence | inhibition, % at 10 µM | 1.2% of 330,000 active | AID 2540; in the data active = inhibition above about 50%
Target sequence (Q96LD8 whole entry, looked up): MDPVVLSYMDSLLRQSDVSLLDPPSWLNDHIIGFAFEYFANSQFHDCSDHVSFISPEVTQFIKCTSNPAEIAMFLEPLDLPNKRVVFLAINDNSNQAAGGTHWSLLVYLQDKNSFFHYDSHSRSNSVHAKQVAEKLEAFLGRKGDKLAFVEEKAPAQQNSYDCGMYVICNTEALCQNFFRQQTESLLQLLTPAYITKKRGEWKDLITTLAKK
SENP8 block-2 – SENP8 (human) protease inhibition; recombinant SENP8, Nedd8 substrate fluorescence; inhibition, % at 20 µM; 0.64% of 360,000 active; AID 602440; in the data active = inhibition mostly above about 40%, no sharp cut-off; inactive = mostly below about 27%
beta cell repl – induces beta-cell replication in MIN6 cells; MIN6 cells proliferation, ATPlite luminescence, 48 h; cells starved in 0.2% serum; 100% = growth in 10% serum; proliferation, % at 10 µM; 0.29% of 330,000 active; AID 2380;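 active = compounds whose signal lies at least 3.5 SD above the mean of all wells on their plate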;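 also: 0% = DMSO-treated cells in low-serum medium and 100% = 10% serum control; some compounds called inactive have numbers as strong as hits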
SENP6 block – blocks the human protease SENP6. AID 2599. Recombinant SENP6 catalytic domain, aminoluciferin luminescence. 1.8% of 330,000 active. inhibition, % at 10 µM. Q9GZR1;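 active = inhibition above about 50% at the single tested dose, limit read from the data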;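 also: plate controls were DMSO wells with enzyme for no effect and DMSO wells lacking enzyme for full effect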
Target sequence (Q9GZR1 628-1112 limits assumed): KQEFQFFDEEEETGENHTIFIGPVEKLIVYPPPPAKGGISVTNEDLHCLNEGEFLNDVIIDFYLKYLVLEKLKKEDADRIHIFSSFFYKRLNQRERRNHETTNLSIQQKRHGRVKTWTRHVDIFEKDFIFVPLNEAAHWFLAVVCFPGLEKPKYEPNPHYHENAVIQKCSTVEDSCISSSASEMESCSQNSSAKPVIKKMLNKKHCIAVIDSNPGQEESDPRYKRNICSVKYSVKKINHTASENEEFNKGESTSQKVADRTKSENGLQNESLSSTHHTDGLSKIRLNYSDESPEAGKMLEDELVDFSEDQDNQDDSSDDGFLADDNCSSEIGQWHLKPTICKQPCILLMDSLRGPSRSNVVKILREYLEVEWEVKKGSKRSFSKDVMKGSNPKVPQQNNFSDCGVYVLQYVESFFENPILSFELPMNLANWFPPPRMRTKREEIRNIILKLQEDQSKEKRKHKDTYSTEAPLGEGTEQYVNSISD
PfG6PD inh – PfG6PD (Plasmodium falciparum) enzyme inhibition. PfGluPho enzyme, NADPH resazurin-diaphorase fluorescence. inhibition, % at 20 µM. 0.78% of 350,000 active. AID 504690;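 active = inhibition reaching at least a set limit at 20 µM in the primary screen, cut at about 59% in these data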;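 also: 0% = DMSO wells with substrate and 100% = DMSO wells lacking glucose-6-phosphate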
An asterisk follows results filed as active; ? = inconclusive; . = no result given; & = joins results of further samples; ! = a repeat was not active. Rows were taken by chance (roughly 4% active in at least one column).

SMILES | SENP7 inh | HKDC1 inh | UBC13 polyUb | SENP1 FRET inh | SENP8 block-1 | SENP8 block-2 | beta cell repl | SENP6 block | PfG6PD inh
Cc1c(NC(=O)C2CC(c3ccc(F)cc3)=NO2)c(=O)n(-c2ccccc2)n1C (stereo not given) | -6 | -7 | 0 | 3 | 2 | 20 | -3 | 4 | 5
O=C(CNC(=O)c1ccc(Br)o1)NNC(=O)c1ccccc1O | 7 | -5 | -1 | 3 | -9 | -340 | 0 | -9 | -51
COCCCn1c(SCC(=O)NC2CCCC2)nnc1-c1ccncc1 | 1 | -4 | 5 | 0 | 0 | 11 | -4 | -4 | 22
CCOCCCNC(=O)c1ccc(OC)cc1 | -10 | 1 | ? | 3 | -7 | 10 | -2 | -35 | 12
O=C(O)c1ccc(CSc2nnc(-c3ccncc3)n2CC2CCCO2)cc1 (stereo not given) | 5 | -3 | 4 | 2 | 4 | 18 | -3 | 0 | 1
CN1CCN(S(=O)(=O)c2ccc(C(=O)Nc3ccccc3)cc2)CC1 | 0 | -12 | 8 | 0 | -1 | 17 | -2 | -13 | -7
Cc1ccc(Oc2nc3ccccc3n3c(C)nnc23)cc1 | 4 | -3 | 0 | 0 | 0 | 9 | 0 | -24 | 6
O=C1N/C(=C/c2ccc(Br)cc2)C(O)=C1C=NCc1ccccc1 | 9 | -4 | -3 | 0 | -1 | -164 | 0 | -8 | -4
O=C(c1cc2nc(-c3cccs3)cc(C(F)(F)Cl)n2n1)N1CCCc2ccccc21 | -2 | 4 | 3 | -38 | 4 | -60 | -4 | -10 | 17
CC(=O)c1ccc(N2CCN(C(=O)c3n[nH]c4ccccc34)CC2)cc1 | 12 | -5 | -4 | 1 | 0 | -129 | -1 | -19 | 0
Cc1cn(CC(C)C)c(=O)n(-c2ccccc2)c1=O | . | -11 | . | -1 | . | -4 | . | . | 0
c1ccc(CCN2CN=C(Nc3nc4ccccc4s3)NC2)cc1 | 2 | 1 | 13 | 2 | -8 | 22 | -2 | -24 | -7
Cc1noc(C)c1C(=O)OCC(=O)C12CC3CC(CC(C3)C1)C2 | 0 | 5 | -4 | 1 | -6 | 8 | 0 | 3 | 0
COc1ccc(NC(=S)N2CCCC2)c(OC)c1 | -2 | 2 | 6 | 1 | 1 | 4 | 3 | -17 | -4
Cc1ccc(SC[C@H](Cc2ccccc2)N2CC[C@@H](NC(=O)OCc3ccccc3)CCC2=O)cc1 | 1 | . | -1 | . | 2 | . | -8 | -6 | .

12 of the compounds above, as a markdown table:
| SMILES | SENP7 inh | HKDC1 inh | UBC13 polyUb | SENP1 FRET inh | SENP8 block-1 | SENP8 block-2 | beta cell repl | SENP6 block | PfG6PD inh |
| --- | --- | --- | --- | --- | --- | --- | --- | --- | --- |
| Cc1c(NC(=O)C2CC(c3ccc(F)cc3)=NO2)c(=O)n(-c2ccccc2)n1C (stereo not given) | -6 | -7 | 0 | 3 | 2 | 20 | -3 | 4 | 5 |
| O=C(CNC(=O)c1ccc(Br)o1)NNC(=O)c1ccccc1O | 7 | -5 | -1 | 3 | -9 | -340 | 0 | -9 | -51 |
| COCCCn1c(SCC(=O)NC2CCCC2)nnc1-c1ccncc1 | 1 | -4 | 5 | 0 | 0 | 11 | -4 | -4 | 22 |
| CCOCCCNC(=O)c1ccc(OC)cc1 | -10 | 1 | ? | 3 | -7 | 10 | -2 | -35 | 12 |
| O=C(O)c1ccc(CSc2nnc(-c3ccncc3)n2CC2CCCO2)cc1 (stereo not given) | 5 | -3 | 4 | 2 | 4 | 18 | -3 | 0 | 1 |
| CN1CCN(S(=O)(=O)c2ccc(C(=O)Nc3ccccc3)cc2)CC1 | 0 | -12 | 8 | 0 | -1 | 17 | -2 | -13 | -7 |
| Cc1ccc(Oc2nc3ccccc3n3c(C)nnc23)cc1 | 4 | -3 | 0 | 0 | 0 | 9 | 0 | -24 | 6 |
| O=C1N/C(=C/c2ccc(Br)cc2)C(O)=C1C=NCc1ccccc1 | 9 | -4 | -3 | 0 | -1 | -164 | 0 | -8 | -4 |
| O=C(c1cc2nc(-c3cccs3)cc(C(F)(F)Cl)n2n1)N1CCCc2ccccc21 | -2 | 4 | 3 | -38 | 4 | -60 | -4 | -10 | 17 |
| CC(=O)c1ccc(N2CCN(C(=O)c3n[nH]c4ccccc34)CC2)cc1 | 12 | -5 | -4 | 1 | 0 | -129 | -1 | -19 | 0 |
| Cc1cn(CC(C)C)c(=O)n(-c2ccccc2)c1=O | . | -11 | . | -1 | . | -4 | . | . | 0 |
| c1ccc(CCN2CN=C(Nc3nc4ccccc4s3)NC2)cc1 | 2 | 1 | 13 | 2 | -8 | 22 | -2 | -24 | -7 |

The results go on.
SMILES | SENP7 inh | HKDC1 inh | UBC13 polyUb | SENP1 FRET inh | SENP8 block-1 | SENP8 block-2 | beta cell repl | SENP6 block | PfG6PD inh
CC(=O)c1ccc(C(=O)N2CCCC(C(=O)c3cc(F)ccc3F)C2)s1 (stereo not given) | 1 | -4 | 0 | 0 | 5 | 0 | -2 | 15 | 6
COc1cc(C(=O)NCc2nnc(SCC(=O)N3CCC(C)CC3)o2)cc(OC)c1OC | 1 | -1 | -4 | 2 | -7 | 27 | -2 | 7 | -11
COc1cc(CNCc2cccnc2)ccc1OCC(=O)NC1CCCCC1 | 2 | -5 | 5 | 2 | 0 | 9 | -1 | 5 | -10
CCCNC(=O)C(Cc1ccc(I)cc1)NC(=O)c1ccc(C#N)cc1 (stereo not given) | 3 | -5 | 13 | -2 | 4 | 20 | -2 | -14 | 3
CCOc1ncccc1C(=O)OCC(=O)NC1CCCCC1 | 4 | -5 | 0 | -1 | 6 | 2 | 2 | -2 | 14
Cc1ccc(C)c(OCC(=O)NCC(C)C)c1C | -7 | -10 | -11 | 2 | -8 | 11 | -4 | 1 | -7
O=C(NCCN1CCCCC1)Nc1ccc(F)cc1F | -2 | 1 | 1 | 1 | -1 | 8 | -3 | 5 | -4
CCC(C)(C)NC(=O)C(c1ccc(F)cc1)N(Cc1ccco1)C(=O)c1cnccn1 (stereo not given) | 5 | 4 | 1 | -9 | 2 | -2 | 0 | -6 | -5
CCCSc1nc2c(cnn2-c2ccccc2)c(=O)n1N | 36 | -2 | 4 | 1 | 22 | 6 | 3 | 31 | 7
COc1ccc(C(=O)Oc2ccc(N(C)S(=O)(=O)c3ccccc3)cc2)cc1[N+](=O)[O-] | -7 | -2 | -8 | -1 | -8 | 12 | -1 | -12 | -1
O=C(O)CCCC(=O)Nc1ccc(N=Nc2ccccc2)cc1 | 6 | -11 | -4 | 2 | 8 | 16 | 0 | 16 | -11
CC1CCC2C(=O)N(c3ccc(C(=O)NCc4ccccc4)cc3)C(=O)C2C1 (stereo not given) | 6 | -5 | 6 | 0 | -5 | 8 | 0 | -14 | -18
CC(=O)c1ccccc1NC(=O)Cn1c(=O)cnc2ccccc21 | 0 | 3 | -11 | -21 | -7 | -51 | -1 | -1 | -8
O=C(c1ccc(CNS(=O)(=O)c2ccc(Br)cc2)cc1)N1CCCC1 | -3 | -2 | 0 | 2 | 0 | 2 | 0 | 2 | -21
O=C(N/N=C\c1ccc(Cl)s1)C1COc2ccccc2O1 (stereo not given) | -4 | -1 | 4 | 1 | -5 | 17 | -2 | -12 | -12

Record cards (already shown). Screens in order: SENP7 inh	HKDC1 inh	UBC13 polyUb	SENP1 FRET inh	SENP8 block-1	SENP8 block-2	beta cell repl	SENP6 block	PfG6PD inh
`CC1CCC2C(=O)N(c3ccc(C(=O)NCc4ccccc4)cc3)C(=O)C2C1` (stereo not given) is entered as 6	-5	6	0	-5	8	0	-14	-18
`CN1CCN(S(=O)(=O)c2ccc(C(=O)Nc3ccccc3)cc2)CC1` is entered as 0	-12	8	0	-1	17	-2	-13	-7

New compounds follow
SMILES | SENP7 inh | HKDC1 inh | UBC13 polyUb | SENP1 FRET inh | SENP8 block-1 | SENP8 block-2 | beta cell repl | SENP6 block | PfG6PD inh
CC(C)N(Cc1nnc(-c2ccc(Cl)cc2)o1)C(=O)C1=COCCO1 | 2 | -2 | 4 | -2 | 5 | 13 | 0 | 0 | 8
CC(C)NC(=O)CSc1nnc(-c2ccc3ncccc3c2)n1C | 4 | -7 | -6 | 1 | 5 | 8 | 0 | -9 | -1
COc1cc(/C=C/C(=O)OCC(=O)Nc2c(C)n(C)n(-c3ccccc3)c2=O)ccc1O | 3 | 21 | -4 | -24 | 3 | -300 | -3 | 10 | 16
O=C(COC(=O)C1CCCN1C(=O)c1cccs1)Nc1ccc2c(c1)OCO2 (stereo not given) | 7 | -4 | 8 | -6 | 3 | 4 | -3 | -14 | -10
O=C(CSC1=NCCS1)Nc1ccccc1F | 2 | 5 | 4 | 1 | -13 | 24 | 0 | 2 | -10
Cc1cc(Cl)ccc1OCC(=O)OCC(=O)NCCNC(=O)COC(=O)COc1ccc(Cl)cc1C | . | 1 | . | 4 | . | 17 | . | . | 3
CCOC(=O)N1CCN(C/C(C)=C/c2ccccc2)CC1 | 0 | -3 | 11 | 2 | 8 | 6 | -2 | 6 | -3
C#CCOCCOCCOCCNc1nc(N2CCN(C(=O)CCCCCCCCCCNC(=O)Cn3cc(C[C@@H](C)O)nn3)CC2)nc(N2CCN(C(=O)CCCCCCCCCCNC(=O)[C@H](CO)n3cc(CCCSC)nn3)CC2)n1 | 0 | -3 | 17 | 1 | 2 | 16 | -8 | 5 | 1
CN(C)S(=O)(=O)c1ccc(N2CCCC2)c(C(=O)Nc2ccc(Br)cc2F)c1 | 10 | 6 | -1 | 0 | -1 | -29 | 1 | 6 | 12
COc1ccc(-c2nc(-n3c(C)c(C(C)=O)c(C(C)=O)c3C)sc2C)cc1OC | 8 | 0 | -9 | 2 | 5 | 20 | 0 | 0 | 21
CCOc1ccc(-c2nnc3ccc(SCC(=O)NCc4ccco4)nn23)cc1 | -1 | -6 | 7 | 1 | 4 | -36 | -1 | 5 | 0
O=C(O)c1ccc(OCCOc2ccccc2)cc1 | 0 | -2 | 2 | 1 | 8 | 14 | -3 | 6 | -16
COc1ccccc1N(CC(=O)Nc1ccc(C(F)(F)F)cc1)S(C)(=O)=O | 5 | -2 | -3 | 3 | 3 | 2 | -4 | 0 | 3
CC(=O)c1cn(N2CCCCC2)c(=O)[nH]c1=O | -10 | -2 | -9 | -4 | -7 | 8 | -4 | -23 | -5
NC(=O)c1[nH]cnc1N | 2&-8 | -2&-1 | 0&-3 | -3&0 | 13&2 | 3&4 | 12*! | -8&-2 | 2&13
COCc1c(C(=O)OCC(=O)N(C)C2CCS(=O)(=O)C2)oc2ccccc12 (stereo not given) | -3 | -5 | 1 | 1 | 1 | -5 | -3 | -17 | 10
Cc1cccc(C(C)C)c1NC(=O)COC(=O)c1cccc(S(=O)(=O)N2CCc3ccccc3C2)c1 | 5 | -10 | 8 | 1 | -6 | 14 | -2 | -6 | -15
S=c1[nH]nc(CSCc2ccc(Cl)cc2Cl)n1-c1ccccc1 | -13 | 5 | -7 | -3 | -4 | 16 | -5 | 6 | 9
O=C(c1cc2cc(Br)ccc2s1)N1CCOCC1 | -5 | -4 | 18 | 1 | -6 | 18 | 3 | -20 | 0
Cc1ccc(NC(=O)COC(=O)c2cc(Cl)ccc2[N+](=O)[O-])c(C)c1 | 3 | -5 | 7 | 1 | 2 | 12 | 0 | 6 | 13
CCn1nc(C)c(NC(=O)Nc2cccc(Cl)c2Cl)c1C | -13 | -6 | -2 | 2 | -5 | 2 | -2 | -20 | -22
O=C(CC1NCCNC1=O)Nc1ccc(Cl)c(Cl)c1 (stereo not given) | 6 | -7 | 9 | 1 | 3 | 13 | 0 | -4 | 8
